# NIH3T3 HSF-1 reporter: decrease of heat-induced HSF-1 GFP reporter, dose response, NIH3T3 R4 cells, GFP/RFP, cherry-pick, set 3 (AID 493083); NIH3T3 R4 HSF-1 GFP reporter, heat shock, 48 h; activity change, negative = inhibition, % at the top dose, mostly 19.5 µM; hits show AC50 in µM; hit rate 4% among 2,400;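 active = compounds lowering signal whose fitted AC50 is at most ten times the top tested dose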;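 also: 0% = neutral control wells and -100% = didemnin B positive control; many of its hits are not listed in these tables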
# The depositor's hits bear a star.
SMILES,NIH3T3 HSF-1 reporter
Cc1ccc(N(CC2=NCCN2)c2cccc(O)c2)cc1,-7%

# Screening data (PubChem BioAssay)

# A portion of the library; count on the stated rates, not on these rows.
